Assay outcomes (PubChem)
Eya2 phos inh: inhibitors of human Eya2 phosphatase activity; O00167; recombinant Eya2, OMFP fluorescence dephosphorylation (OMFP is methylfluorescein phosphate); Potency, µM (series often up to 76.9 µM), for the others: at the top dose activity, negative = inhibition, hits mostly inhibitors; 330,000 tested, 0.006% active; AID 488837; further: potency means the concentration at half of the fitted maximal effect; on the % scale 0 is the no-effect control and ±100 the full control effect
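Eya2 (0.2 uM) preincubated 10 min at ambient with compound, then OMFP substrate added at 50 uM; 10 min reaction in 50 mM HEPES pH 7.5, 50 mM NaCl, 5 uM MgCl2, 0.05% BSA, 1 mM DTT. Fluorescence read at Ex 485/Em 525 nm.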
BCR signal inh: blocks chronic active B-cell receptor signaling; 340,000 tested, 0.05% active; ABC-DLBCL IkBa-CBG/CBR reporter, luminescence ratio, 4 h; Potency, µM (titrated, usually from 46.1 µM), without a hit: at the highest dose ratio change, negative = lower green/red ratio, usual class: inhibitors; AID 493014; active means well fitted inhibition curve with a large enough effect in the signal ratio, with a control signal flat, not every such curve was filed as active; inconclusive means small, poorly fitted or top-dose-only effect, or effect the other way, or a change in a side signal; the % refers to the signal ratio;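 further: potency means the concentration at half of the fitted maximal effect; plate controls were basal doxycycline-induced cells for no effect and cells given 10 µM MG132 for full effect; MG132 reads +100%, hits lower the ratio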
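TMD8 human ABC-DLBCL cells with doxycycline-inducible IκBα–green luciferase fusion and unfused red luciferase, in 0.5% FBS medium; compounds up to 46 uM, 4 h at 37C. Green/red luminescence ratio, filter-overlap corrected, fitted to concentration-response curves.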
KCNH2 WT inh: inhibitors of human wildtype KCNH2 potassium channel; U2OS, BacMam KCNH2, thallium flux FluxOr; stronger effect = lower value; 340,000 tested, 0.37% active; activity change, % at 1.84 µM; Q12809;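 active means maximum activity change below -70%; inconclusive means maximum activity change between -70% and -50%; inactive means maximum activity change above -50%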; further: on the % scale 0 is the no-effect control and ±100 the full control effect
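U2OS cells transduced with wild-type KCNH2 virus are loaded with FluxOr dye for 45 min, and thallium flux is measured in kinetic reads before and after stimulation buffer. Rate constants are normalized to DMSO controls.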
GALK inhibitor: inhibitors of human galactokinase | Purified GALK, Kinase-Glo residual ATP luminescence | P51570 | 270,000 tested, 0.007% active | Potency, µM (highest dose often 57.5 µM), without a hit: top-dose activity change, negative = inhibition, usual class: inhibitors; further: potency means the concentration at half of the fitted maximal effect; on the % scale 0 is the no-effect control and ±100 the full control effect
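Compounds were pin-transferred into ATP buffer (35 uM final), then GALK plus galactose (5 nM, 100 uM final) was added. After 1 h at room temperature, Kinase-Glo Plus was added and luminescence read after 10 min.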
TSHR antagonist: human thyrotropin receptor antagonism; 330,000 tested, 0.2% active; activity change, negative = inhibition, % at 11.5 µM; TSHR-expressing cells, TSH-stimulated cAMP HTRF, 2 h; stronger effect = lower value;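 active means activity change below a set negative limit, meaning inhibition stronger than a set level, cut at about -70% in these data; inconclusive means activity change between two set negative limits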; further: on the % scale 0 is the no-effect control and ±100 the full control effect
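Antagonism was scored as loss of TSH-driven cAMP in TSHR cells, stimulated with 4nM TSH (EC80) for 2 hours at 37 deg C and detected by homogeneous HTRF competition immunoassay.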
Mito fusion yeast: inhibitors of mitochondrial division or activators of mitochondrial fusion. AID 485298. 320,000 tested, 0.23% active. S. cerevisiae fusion-defective mutant growth rescue, CellTiterGlo 48 h. Potency, µM (series often up to 46.1 µM), inactives show at the top dose growth rescue (activation), usual class: activators;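 further: potency means the concentration at half of the fitted maximal effect; % of control where 0% means no effect; nearly all actives have a fitted effect of over 45% in size; temperature-sensitive fusion mutants such as fzo1-1 at 37 °C on non-fermentable ethanol glycerol medium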
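Compounds are tested for their ability to restore growth of mitochondrial fusion-defective yeast strains at non-permissive 37C in YPEG medium over 48 hours. Viability is quantified by luciferase luminescence.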
PKM2 activator: increases activity of human pyruvate kinase M2. Potency, µM (series often up to 57.5 µM), inactives show top-dose activation, usual class: activators. AID 1631. P14618. 260,000 tested, 0.34% active. purified PKM2, Kinase-Glo ATP luminescence, activation; response scale: 0% is enzyme alone, no compound; further: potency means the concentration at half of the fitted maximal effect; on the % scale 0 is the no-effect control and ±100 the full control effect; nearly all actives have a fitted effect of over 55% in size
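Kinase-Glo luminescence reports ATP generated from ADP (0.1 mM) and PEP (0.5 mM) by purified hPK-M2 after 1 h at room temperature, pH 7.2 imidazole buffer; intermediate enzyme activity allows detecting inhibitors and activators.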
S-ASM inh: blocks human secretory acid sphingomyelinase; 340,000 tested, 0.006% active; Potency, µM (series often up to 57.5 µM), inactives show top-dose activity change, negative = inhibition, most hits filed as inhibitors; AID 504937; P17405; placental ASM, HMU-PC fluorogenic substrate, 60 min; further: potency means the concentration at half of the fitted maximal effect
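Steps: dispense placental human ASM, pin compound, wait 10 min at room temperature, add HMU-PC0 substrate at 9 uM final, incubate 60 min at 37 °C, add stop solution raising pH to 10, read fluorescence.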
USP2a block: USP2a (human) protease inhibition; AID 463254; 330,000 tested, 0.01% active; USP2 core, Ub-CHOP2 coupled fluorogenic reporter, 485/531; Potency, µM (titrated, usually from 38.3 µM), for the others: top-dose activity change, negative = inhibition, actives largely listed as inhibitors; O75604;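 further: potency means the concentration at half of the fitted maximal effect; plate controls were DMSO wells for no effect and full inhibition by NEM control for full effect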
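Deubiquitinase activity read as fluorescence (485/531 nm) after Ub-CHOP2 cleavage activates the enterokinase reporter on its substrate; USP2 core 10nM, Ub-CHOP2 and substrate 25nM each, 30min compound preincubation then 60min RT; data normalized to NEM, curves fitted.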
Menin MLL FP TR: inhibitors of human menin-MLL interaction, mutant MLL peptide; 270,000 tested, 0.23% active; Menin + Texas Red MLL mutant peptide, fluorescence polarization; Potency, µM (top dose mostly 61.6 µM), for the others: at the top dose FP activity change, negative = inhibition, actives largely listed as inhibitors; O00255; active means well fitted inhibition curve with a large enough effect in the polarisation, with a control signal flat, not every such curve was filed as active; inconclusive means small, poorly fitted or top-dose-only effect, or effect the other way, or a change in a side signal; inactive means no such curve, though single readings can be large or run the other way; the % refers to the polarisation; further: potency means the concentration at half of the fitted maximal effect; % of control where 0% means no effect; many of its hits are not listed in these tables
Target sequence (O00255 whole entry, looked up): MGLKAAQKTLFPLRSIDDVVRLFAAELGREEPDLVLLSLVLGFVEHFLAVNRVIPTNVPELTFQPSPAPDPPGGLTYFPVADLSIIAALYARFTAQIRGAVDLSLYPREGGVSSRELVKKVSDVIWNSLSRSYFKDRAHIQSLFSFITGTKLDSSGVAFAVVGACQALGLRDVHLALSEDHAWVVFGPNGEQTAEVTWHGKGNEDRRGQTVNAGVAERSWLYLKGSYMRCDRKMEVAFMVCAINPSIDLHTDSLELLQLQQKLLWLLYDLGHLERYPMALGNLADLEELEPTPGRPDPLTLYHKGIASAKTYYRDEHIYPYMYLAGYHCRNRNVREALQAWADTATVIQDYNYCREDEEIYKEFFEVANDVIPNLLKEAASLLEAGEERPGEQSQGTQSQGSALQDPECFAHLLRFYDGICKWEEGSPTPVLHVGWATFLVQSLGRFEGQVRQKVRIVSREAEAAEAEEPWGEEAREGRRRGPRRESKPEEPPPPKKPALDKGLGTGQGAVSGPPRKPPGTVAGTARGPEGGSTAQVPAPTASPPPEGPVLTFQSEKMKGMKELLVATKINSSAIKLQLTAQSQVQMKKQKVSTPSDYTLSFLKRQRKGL
MBNL1-CUG inh: inhibitors of human MBNL1 binding to CUG repeat RNA; AID 2675; TR-FRET MBNL1-His/biotin-(CUG)12 binding, 665/545 ratio; 280,000 tested, 0.036% active; Potency, µM (highest dose often 57.5 µM), without a hit: at the highest dose activity change, negative = inhibition, actives largely listed as inhibitors; active means well fitted inhibition curve with a large enough effect in the signal ratio, with a control signal flat, not every such curve was filed as active; inconclusive means small, poorly fitted or top-dose-only effect, or effect the other way, or a change in a side signal; inactive means no such curve, though single readings can be large or run the other way; the % refers to the signal ratio; further: potency means the concentration at half of the fitted maximal effect; on the % scale 0 is the no-effect control and ±100 the full control effect
Target sequence (Q9NR56 whole entry, looked up): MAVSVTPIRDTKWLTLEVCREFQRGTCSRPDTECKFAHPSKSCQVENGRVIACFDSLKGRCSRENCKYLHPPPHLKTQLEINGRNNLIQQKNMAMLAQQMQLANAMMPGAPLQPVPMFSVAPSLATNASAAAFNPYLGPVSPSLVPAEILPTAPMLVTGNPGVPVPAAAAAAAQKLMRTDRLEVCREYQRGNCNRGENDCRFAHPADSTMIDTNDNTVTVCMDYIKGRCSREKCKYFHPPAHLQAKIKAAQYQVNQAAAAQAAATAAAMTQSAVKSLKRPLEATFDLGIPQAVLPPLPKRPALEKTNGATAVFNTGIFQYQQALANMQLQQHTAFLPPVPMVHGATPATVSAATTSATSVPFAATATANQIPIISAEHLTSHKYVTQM
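Compounds (final 92 nM to 58 uM) are added to His-tagged MBNL1 and biotin-(CUG)12, then terbium anti-His antibody and streptavidin-XL665 (5 nM final). After 60 min at room temperature, the 665/545 nm ratio is read.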
* = called active by the depositor; i = inactive; ? = inconclusive; nt = no result given; [ ] = remark or other dose. Unless noted, the call rests on the fitted dose curve; in most records, active means well fitted curve in the direction sought with a large enough effect; inconclusive means small, poorly fitted or top-dose-only effect, or another doubt; inactive means no such curve, though single readings can be large; an effect the other way counts as inactive or inconclusive. Only part of the results is shown. The share of hits here may be higher or lower than overall.

SMILES | Eya2 phos inh | BCR signal inh | KCNH2 WT inh | GALK inhibitor | TSHR antagonist | Mito fusion yeast | PKM2 activator | S-ASM inh | USP2a block | Menin MLL FP TR | MBNL1-CUG inh
COc1ccc(N2CCN(C(=O)[C@@H](NC(=O)c3cc(OC)cc(OC)c3)C(C)C)CC2)cc1 | 10% | -1% | 1 | 14% | 7 | -13% | 2% | -2% | 0% | -23% | 3%
CC1Cc2ccccc2N1C(=O)CCNS(=O)(=O)c1ccc2c(c1)CCC(=O)N2 (stereo unspecified) | 2% | 2% | 5 | -1% | 18 | 0% | -1% | 3% | 1% | -8% | -24%
CCOC(=O)c1ccccc1NCN1C(=O)CSC1=O | 4% | 1% | -16 | 0% | 4 | -2% | -17% | 28% | 2% | 8% | 2%
Cc1ccc(NC(=S)N(CCN(C)C)Cc2cc3cc(C)cc(C)c3[nH]c2=O)cc1 | 0% | -10% | 2 | 3% | -7 | -5% | 12% | 0% | 3% | -1% | nt
Cc1ccc([C@@H]2[C@@H]3C(=O)N(C)C(=O)[C@@H]3[C@]3(C)C(=O)N(Cc4ccc(-c5ccccc5)cc4)CC(=O)N23)o1 | 10% | -8% | -2 | nt | 12 | 1% | 6% | -4% | 1% | 1% | -5%
Cc1ccc(S(=O)(=O)N2CCOCC2)cc1NC(=O)Cn1cc(C(F)(F)F)cc(Cl)c1=O | 2% | -1% | 2 | 0% | -10 | -4% | -1% | -1% | 0% | -4% | 4%
O=C(NCC(c1cccnc1)N1CCOCC1)C1CCCCC1 (stereo unspecified) | 5% | 0% | 13 | 0% | -7 | 1% | -10% | 3% | 0% | 8% | -9%
COc1ccc(NC(C)=O)cc1CNC(=O)CN1CCOCC1 | 13% | -2% | 14 | -4% | -1 | 0% | 0% | 6% | 1% | 8% | -5%
COc1ccccc1NS(=O)(=O)c1cccc(NC(=O)c2nc3nc(C)cc(C)n3n2)c1 | -3% | 3% | -9 | -1% | 2 | 0% | 11% | -12% | 3% | -1% | -6%
O=C(c1ccccc1)[C@H]1[C@H](c2ccccc2)[C@@]2(N=C(c3ccccc3)OC2=O)C2c3ccccc3C=NN21 (stereo partly specified) | 9% | -15% | nt | nt | 9 | 6% | -13% | nt | -10% | ? | 4%
Cc1ccnc(NC(=O)c2sc3cc(Cl)ccc3c2Cl)c1 | -1% | ? | -9 | -5% | 4 | 0% | 6% | 1% | 3% | -3% | ?
CC(C)CCN1C(=O)c2ccc(-c3nc4ccccc4c(=O)o3)cc2C1=O | 17% | 2% | -13 | -4% | -7 | -3% | -5% | -1% | -2% | 16% | -5%
CC1CN(C(=O)COC(=O)c2ccc(Cl)c(S(=O)(=O)N3CCCCC3)c2)CC(C)O1 (stereo unspecified) | 2% | 4% | -6 | -2% | -3 | -4% | 0% | 0% | 8% | -7% | 0%
O=C(CSc1nnc(NC2CCCCC2)s1)Nc1ccc2c(c1)C(=O)c1ccccc1C2=O | -2% | 2% | nt | 1% | -14 | 10% | -3% | -21% | 0% | ? | ?
N#CC1=C(N)Oc2cc(O)ccc2C1c1ccc(Br)s1 (stereo unspecified) | 4% | -6% | 6 | -4% | -25 | -28% | 1% | -2% | -1% | 4% | 11%
Cc1ccc(S(=O)(=O)N(C)CC(=O)NCC(=O)Nc2ccc(F)c(F)c2F)cc1 | -5% | 8% | 6 | nt | 5 | nt | nt | 2% | 1% | nt | nt
Cc1cnc(NC(=O)CSc2nc3ccccc3c(=O)[nH]2)s1 | 1% | ? | 6 | -2% | 5 | 1% | ? | 0% | -1% | -1% | -20%
CCOC(=O)C(=NC1CCS(=O)(=O)C1)NNc1ccc(Br)cc1 (stereo unspecified) | 1% | -7% | -7 | 10% | 8 | 1% | 2% | -8% | -6% | ? | 7%
O=S(=O)(c1ccc(Cl)c2ccccc12)N1CCCC1 | 0% | 9% | -4 | 0% | -1 | 6% | -13% | -3% | 2% | -17% | 1%
c1ccc2c(NCC3CCCO3)nc(N3CCOCC3)nc2c1 (stereo unspecified) | -3% | -5% | 0 | -1% | 0 | 2% | -4% | 147%[activator] | 2% | -2% | -6%
CCOc1ccc2nc(N3CCOCC3)nc(C)c2c1 | 2% | ? | -5 | 3% | 1 | -2% | -4% | i | 2% | ? | 6%
COCc1c(Br)c(C)nc2sc3c(=O)[nH]nnc3c12 | ? | 3% | -14 | 1% | 9 | 22% | nt | -5% | 2% | ? | -3%
O=C(CN(c1ccccc1)S(=O)(=O)c1ccccc1[N+](=O)[O-])Nc1ccccc1C(=O)N1CCOCC1 | -21% | ? | -3 | 0% | -7 | 7% | 5% | 1% | 7% | -23% | 9%
CC(C)c1ccc(N2C(=NC(=O)C3CC3)SC3CS(=O)(=O)CC32)cc1 (stereo unspecified) | -1% | 4% | -13 | -7% | 3 | 1% | nt | -2% | 1% | 1% | 0%

Record cards (already shown):
Entry for O=S(=O)(c1ccc(Cl)c2ccccc12)N1CCCC1 : Eya2 phos inh = 0%; BCR signal inh = 9%; KCNH2 WT inh = -4; GALK inhibitor = 0%; TSHR antagonist = -1; Mito fusion yeast = 6%; PKM2 activator = -13%; S-ASM inh = -3%; USP2a block = 2%; Menin MLL FP TR = -17%; MBNL1-CUG inh = 1%
Entry for CC1CN(C(=O)COC(=O)c2ccc(Cl)c(S(=O)(=O)N3CCCCC3)c2)CC(C)O1 (stereo unspecified) : Eya2 phos inh = 2%; BCR signal inh = 4%; KCNH2 WT inh = -6; GALK inhibitor = -2%; TSHR antagonist = -3; Mito fusion yeast = -4%; PKM2 activator = 0%; S-ASM inh = 0%; USP2a block = 8%; Menin MLL FP TR = -7%; MBNL1-CUG inh = 0%

Following part.
SMILES | Eya2 phos inh | BCR signal inh | KCNH2 WT inh | GALK inhibitor | TSHR antagonist | Mito fusion yeast | PKM2 activator | S-ASM inh | USP2a block | Menin MLL FP TR | MBNL1-CUG inh
COc1cc(OC)nc(NC(=O)NS(=O)(=O)c2ccc(OC(F)(F)F)cc2)n1 | 0% | 0% | -10 | 0% | 17 | 0% | -1% | 4% | 1% | -28% | -14%
COc1ccc(C(C(=O)NCc2ccccc2)N(Cc2cccs2)C(=O)c2cnccn2)cc1 (stereo unspecified) | 10% | 5% | 7 | nt | 21 | 2% | -2% | -1% | 2% | -14% | 4%
Cc1cc(C)nc(Nc2nc(=O)c3ccccc3s2)n1 | -11% | ? | -6 | -2% | -9 | -4% | 2% | -2% | 5% | -27% | -3%
CC(C(=O)N1CCN(C(=O)c2ccco2)CC1)N1C(=O)NC2(CCCCC2C)C1=O (stereo unspecified) | -11% | ? | -3 | nt | 37 | 1% | nt | 0% | 0% | nt | nt
COC(=O)C1=C(N)Oc2cc(C)n(C)c(=O)c2C1c1ccc(Cl)c(Cl)c1 (stereo unspecified) | 0% | 1% | 1 | 6% | -12 | 9% | -3% | -7% | 0% | 13% | -9%
CN(C)CCCNC(=O)N1c2ccccc2C=Cc2ccccc21 | -2% | -2% | 5 | 5% | 1 | 0% | 0% | -1% | 0% | -1% | 1%
COc1cccc(CN(C)C(=O)Cc2c[nH]c3ccccc23)c1 | 1% | -8% | -1 | 4% | 3 | -1% | -1% | 1% | 0% | nt | -2%
CC(=O)Nc1nc2c(ccc3ccccc32)s1 | -7% | 14% | 4 | -1% | 11 | 1% | -1% | 0% | -8% | 9% | 22%

Look-ups from the list.
COC(=O)C1=C(N)Oc2cc(C)n(C)c(=O)c2C1c1ccc(Cl)c(Cl)c1 (stereo unspecified) in GALK inhibitor = 6%
Cc1cc(C)nc(Nc2nc(=O)c3ccccc3s2)n1 in S-ASM inh = -2%
CC(C(=O)N1CCN(C(=O)c2ccco2)CC1)N1C(=O)NC2(CCCCC2C)C1=O (stereo unspecified) in USP2a block = 0%
CC(=O)Nc1nc2c(ccc3ccccc32)s1 in TSHR antagonist = 11
